PLCb3 inh: PLC-beta3 (human) inhibition, primary screen; Purified PLC-beta3, fluorogenic substrate, fluorescence; inhibition, % at 12.2 µM; Q01970; 370,000 tested, 0.18% active; AID 720704; in the data active = inhibition above about 11%;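 note: 0% = median of compound wells on plate and 100% = full blocker control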
SMARCA2 act: activators of SMARCA2 function. MG213 cells, MMTV-luciferase reporter, dexamethasone, overnight. activation, % at 9.1 µM. 370,000 tested, 1% active; in the data active = activation above about 7.8%;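 note: 0% = vehicle wells and 100% = reference activator wells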
hcDAF-12 act: H. contortus DAF-12 activation, primary screen | HEK293 hcDAF-12 lit1-tk-luc reporter, luminescence; 0% DMSO, 100% Δ7-dafachronic acid | activation, % at 6.8 µM | 370,000 tested, 1.4% active;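 active = activation above the mean of all tested compounds plus 3 SD, cut at about 5.5% in these data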;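 note: 100% = response to 3 µM Δ7-dafachronic acid high control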
DAX1 inh-1: NR0B1 (DAX1) inhibition. inhibition, % at 6.75 µM. 340,000 tested, 0.99% active. HEK293 Gal4-DAX1 luciferase reporter, luminescence. AID 504766;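 active = inhibition above the mean over all tested compounds plus 3 SD, cut at about 4.2% in these data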;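 note: 0% = DAX1-transfected cells with DMSO and 100% = empty-vector control cells with DMSO; inhibition shows as a rise in luminescence from relieved DAX1 repression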
Target sequence (P51843 207-470 limits assumed): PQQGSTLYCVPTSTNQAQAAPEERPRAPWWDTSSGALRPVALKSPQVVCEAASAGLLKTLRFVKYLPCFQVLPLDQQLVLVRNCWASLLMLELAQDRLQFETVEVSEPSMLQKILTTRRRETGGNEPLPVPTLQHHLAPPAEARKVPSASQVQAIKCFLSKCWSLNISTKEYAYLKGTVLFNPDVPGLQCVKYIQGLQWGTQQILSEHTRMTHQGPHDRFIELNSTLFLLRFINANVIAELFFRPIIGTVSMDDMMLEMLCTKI
DAX1 inh-2: blocks DAX1 repression of SF-1 activated StAR promoter; HEK293T StAR-luciferase reporter, SF-1/DAX-1 repression relief; inhibition, % at 6.8 µM; 370,000 tested, 1.1% active; AID 652010;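 active = inhibition above the mean over all tested compounds plus 3 SD, cut at about 3.6% in these data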;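 note: 0% = DAX-1 cells with DMSO and 100% = cells lacking DAX-1 with DMSO; higher inhibition means more luminescence from relief of DAX-1 repression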
ssDAF12 agonist: activators of S. stercoralis DAF-12 nuclear receptor | activation, % at 6.8 µM | AID 652126 | HEK293 ssDAF-12/GRIP1 lit1-tk-luc reporter, luminescence; % of 3 µM dafachronic acid response | 370,000 tested, 1% active;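 active = activation above the mean over all tested compounds plus 3 SD, cut at about 0.9% in these data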;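 note: 0% = DMSO-only wells and 100% = 3 µM delta7-dafachronic acid wells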
sPLA2-III inh: Inhibits HGIII-sPLA2 liposome hydrolysis, primary screen. Q9NZ20. QFRET BODIPY PC-A2 liposome hydrolysis, fluorescence. inhibition, % at 12.2 µM. 370,000 tested, 0.56% active;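 active = inhibition above mean plus 3 SD of compounds lying within the high and low control bounds, cut at about 19% in these data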;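 note: 0% = median of test compound wells and 100% = no enzyme DMSO wells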
hgDAF12 agonist: hgDAF-12 agonism, primary luciferase screen | HEK293 GAL4-hgDAF12 UAS-luciferase reporter, agonist luminescence; normalized to butyrate control | activation, % at 6.8 µM | 370,000 tested, 1.8% active;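 active = activation above a cutoff set at the mean of all screened compounds plus 3 SD, cut at about 10% in these data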;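 note: 0% = DMSO wells and 100% = sodium butyrate wells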
NR1D1 modulator: modulators of human Rev-erb alpha DNA binding | 370,000 tested, 0.79% active | P20393 | Rev-erbα–FITC-DNA binding, fluorescence polarization, 90 min | activity, % at 10 µM | AID 1259318;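 active = activity above about 14%, limit read from the data; passing the limit was not always enough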;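 note: 0% = DMSO wells with 35 nM protein and 100% = DMSO wells with 750 nM protein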
Target sequence (P20393 whole entry, looked up): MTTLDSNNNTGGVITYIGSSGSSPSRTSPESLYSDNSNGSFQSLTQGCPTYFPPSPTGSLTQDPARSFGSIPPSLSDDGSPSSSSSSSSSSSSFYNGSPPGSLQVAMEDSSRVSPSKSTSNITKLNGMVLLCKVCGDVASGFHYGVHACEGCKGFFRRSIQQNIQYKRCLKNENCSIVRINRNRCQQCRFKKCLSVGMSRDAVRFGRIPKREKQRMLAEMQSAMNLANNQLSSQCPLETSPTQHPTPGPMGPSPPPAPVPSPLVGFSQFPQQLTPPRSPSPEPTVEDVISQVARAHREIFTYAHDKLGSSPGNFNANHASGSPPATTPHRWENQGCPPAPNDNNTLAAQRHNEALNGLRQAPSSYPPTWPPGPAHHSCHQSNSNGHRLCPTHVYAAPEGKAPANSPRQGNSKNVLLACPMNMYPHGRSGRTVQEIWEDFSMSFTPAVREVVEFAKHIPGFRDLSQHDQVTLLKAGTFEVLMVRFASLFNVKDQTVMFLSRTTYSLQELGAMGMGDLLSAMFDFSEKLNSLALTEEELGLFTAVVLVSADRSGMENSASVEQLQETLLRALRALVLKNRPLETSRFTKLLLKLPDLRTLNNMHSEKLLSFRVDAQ
FXN GAA850 act: frataxin GAA850 promoter activation. HEK293 lucGAA850 FXN promoter luciferase reporter, 24 h; percent of 10 µM SAHA response. 360,000 tested, 0.56% active. activation, % at 6 µM;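 active = activation above the average of all compounds screened plus 3 SD, cutoff fixed separately per campaign, cut at about 7.5% in these data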;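 note: 0% = DMSO wells and 100% = 10 µM SAHA wells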
PG9 Ab binder: PG9 antibody binding by small molecule | TR-FRET gp120-PG9 antibody binding | inhibition, % at 6.7 µM | 360,000 tested, 0.43% active | AID 624416; in the data active = inhibition above about 8.5%
* hit, by the source's call; . = not tested or not shown; & = joins results of further samples.

SMILES	PLCb3 inh	SMARCA2 act	hcDAF-12 act	DAX1 inh-1	DAX1 inh-2	ssDAF12 agonist	sPLA2-III inh	hgDAF12 agonist	NR1D1 modulator	FXN GAA850 act	PG9 Ab binder
O=c1oc2ccccc2c(Nc2ccccc2)c1CN1CCCCC1	-16.2	0.1	-2.4	-2.3	-0.2	-1.6	-4.0	-1.6	0.8	4.1	-1.3
CSc1nnc(C(C)(C)C)c(=O)n1/N=C/c1ccccc1	-2.9	1.6	1.6	-1.1	-0.3	-1.7	5.2	1.4	-6.6	-0.2	-2.8
O=C(OCC#CCSc1nnc(-c2cccc3ccccc23)o1)c1ccc(F)cc1	-0.8	-0.1	-0.7	-0.1	-0.1	-1.8	0.3	-0.1	-1.7	1.8	1.2
COC(=O)CN1C(=O)C2(OCCCO2)c2cc(Br)ccc21	3.4	-2.0	0.7	0.3	-0.2	-1.8	0.1	-2.1	-1.4	-1.2	0.2
Cc1ccc2nc(CSc3nnc(Nc4ccccc4F)s3)cc(=O)n2c1	-0.1	1.5	0.5	-1.5	-0.2	-0.7	-1.0	-1.8	-10.3	2.5	-2.3
CC(C)CN(C(=O)COC(=O)c1cc2c(s1)CCC2)C1CCS(=O)(=O)C1 (centres undefined)	-13.8	-3.2	0.9	-0.1	-0.5	-0.9	1.1	-1.8	-23.7	0.2	0.8
CC1=C2C3OC(=O)C(C)C3CCC2(C)C=C(Br)C1=O (centres undefined)	2.6	4.3	-0.9	-1.1	0.6	-1.3	0.6	-5.0	-3.4	-0.7	-1.8
COCCCNC(=O)c1cccn2c(=O)c3cc4ccccc4cc3nc12	-270.5	2.1	0.5	2.8	-0.9	-1.9	-0.2	-4.5	4.3	-3.2	-6.2
CN(C(=O)COC(=O)COc1ccc2ccccc2c1)c1c(N)n(Cc2ccccc2)c(=O)[nH]c1=O	-12.7	0.3	1.8	0.1	0.0	0.1	0.4	4.1	1.8	0.5	0.3
O=C(Cc1ccc(-n2c(=S)[nH]c3ccccc3c2=O)cc1)N1CCC(N2CCCCC2)CC1	1.5	0.5	-0.5	0.4	0.4	-1.5	1.8	-1.1	0.9	-1.1	0.6
CN(c1cccc(NC(=O)COc2ccccc2)c1)S(C)(=O)=O	5.9	3.2	0.5	1.3	2.2	-1.4	-4.3	9.2	-4.4	2.2	-0.2
CC1=C(C(=O)N2CCOCC2)CC(CC(=O)NC2CC2)C(=O)N1Cc1ccc(F)cc1 (centres undefined)	-1.9	1.1	-0.1	.	-0.4	-0.7	4.9	-1.0	-0.9	.	-0.9
CCCn1nnnc1NCc1c(Cl)cccc1Cl	-5.8	-1.1	-0.3	0.8	-0.2	-1.5	-1.6	-0.8	-2.5	0.8	-0.9
NC(=O)c1ccsc1NC(=O)COC(=O)Cc1ccsc1	-2.2	-1.2	-0.9	-1.0	0.0	-1.1	-8.6	0.6	-0.1	-0.7	0.8
Cc1cccc(NC(=O)CN2CCN(CC(=O)NCc3ccc(Cl)cc3Cl)CC2)c1C	-3.4	3.3	0.8	0.6	-1.2	-1.5	-0.8	-1.5	2.7	-0.4	-0.2
CCOc1ccc(N2C(=O)CC(N(CCc3ccc(OC)cc3)C(=O)/C=C/C(=O)O)C2=O)cc1 (centres undefined)	-5.1	-0.7	-1.0	0.1	0.1	-1.6	1.8	-0.6	-0.5	2.5	1.4
C/C(=N\NC(=S)NC1CCCCC1)c1ccc(O)cc1	-6.1	3.6	0.2	0.2	0.1	-1.4	1.5	2.0	-1.2	2.6	-1.4
c1ccc(Nc2ccccc2Nc2ccccn2)nc1	-28.8	-0.7	0.0	0.7	-0.6	-0.9	1.2	-3.1	0.3	-0.8	0.3
CCOc1ccc(OCCn2c(=S)[nH]c3ccccc32)cc1	-3.8	1.2	-2.8	1.5	-0.3	-1.7	7.1	0.4	3.3	3.5	-2.2
Cn1c(=S)[nH]c2sc3c(c2c1=O)CCC(C(C)(C)C)C3 (centres undefined)	-1.9	-1.5	1.3	0.8	0.3	-0.3	-5.3	3.8	5.1	5.3	-0.2
CC(C)C[C@H]1CNC(=S)N1CC1CCCN1C[C@H](Cc1ccccc1)N1C[C@H](Cc2ccccc2)N(CC2CCCCC2)C1=S (some centres undefined)	-6.3	-1.8	0.2	.	-1.4	0.1	5.7	-0.1	-0.6	.	-0.5
O=C(N/N=C/c1cccnc1)c1ccc2ccccc2c1O	-145.2	1.9	1.6	0.6	1.6	-0.8	14.5	0.4	8.4	0.2	-7.9
Cc1ccc2c(CC(=O)NC3CCCc4ccccc43)coc2c1 (centres undefined)	1.5	-2.6	1.4	-0.3	-0.3	-1.0	-2.4	0.1	-4.3	3.3	-2.9
COC(=O)NC1c2ccccc2Oc2ccccc21	-2.5	-2.8	-0.4	3.8	-0.6	-0.7	4.4	-1.6	2.5	0.7	0.1
COc1ccc(OCC(O)CN2CCNCC2)cc1 (centres undefined)	-5.9	-0.3	0.1	1.9	1.1	0.0	4.0	0.8	-3.7	0.6	-1.3
Cc1noc(NS(=O)(=O)c2ccc(N/C=C\C(=O)c3cccs3)cc2)c1C	-11.6	3.0	4.7	2.0	1.5	0.2	-13.3	6.9	1.2	5.3	-0.5
CCCCCOc1ccc(NC(=O)CSc2cccc3cccnc23)cc1	0.2	3.2	1.9	0.3	-1.1	-1.8	-3.1	-2.5	45.7*	-2.0	-2.3
CCOC(=O)C1(CCOc2ccccc2)CCN(Cc2ccc(O)cc2)CC1	-5.6	0.8	-0.4	0.2	-0.3	-1.8	-12.9	-2.3	-1.8	-3.7	-0.3
CNc1nc(N)c([N+](=O)[O-])c(Nc2cccc(F)c2)n1	-7.8	-1.0	0.6	-2.1	-0.3	-1.8	2.0	1.3	-7.2	4.2	-1.6
OCC[C@@H]1C[C@H](O)[C@@H](O)[C@@]2(OCCc3cc(Cl)ccc32)O1	-1.2	-4.6	1.0	.	0.1	-1.1	1.7	3.7	1.0	.	-2.1
CCOc1ccc(C2C=C(c3ccc(C)cc3)Nc3nnnn32)cc1 (centres undefined)	-21.0	-4.0	-0.7	0.0	0.1	-0.9	-4.7	-0.9	2.5	0.9	1.1
COCCNC(=O)/C(C#N)=C/c1ccc(OCc2ccc(F)cc2)cc1	-8.2	-2.3	1.7	-0.2	-1.2	-1.5	-7.1	13.0*	-6.0	3.0	-0.2
COc1ccc(OCC(O)CNS(=O)(=O)c2cccs2)cc1 (centres undefined)	-0.2	-1.1	-1.8	-0.1	-0.5	-1.1	-0.7	1.7	-2.9	0.8	-1.7
COCCCNC(=O)CN1C(=O)/C(=C\c2ccc(C)cc2)Sc2ccccc21	-4.9	0.1	-2.0	0.3	0.2	-1.2	-4.1	-2.7	2.0	1.7	-1.3
Cc1ccc(NC(=O)CSCC(=O)Nc2ncc3c(n2)CC(c2ccco2)CC3=O)cc1 (centres undefined)	-3.2	-3.1	-1.5	0.0	-0.4	-1.5	-2.7	-2.5	-2.0	1.2	-1.3
COc1ccc2nc(SCC(=O)NCC(F)(F)F)[nH]c2c1	-5.9	0.2	1.4	-0.1	0.1	-1.5	2.4	3.3	-5.3	-0.2	0.1
CCOC(=O)N1CCN(c2ncnc3c2oc2nc(C(C)C)c4c(c23)CCC4)CC1	-6.0	-3.9	-0.1	0.4	0.3	-1.4	10.2	0.1	44.6*	-1.0	3.0
O=C(CCNC(=O)C1CCN(S(=O)(=O)c2ccccc2)CC1)NCc1ccncc1	-7.8	-2.0	0.4	-0.8	-0.5	-0.3	2.2	-0.3	-3.6	0.3	-0.6
CCOC(=O)c1c(-c2ccccc2)cn2ccccc12	-259.9	0.0	-1.7	0.3	-0.3	-0.9	8.7	0.3	16.3	2.2	-2.6
O=C(c1ccc(Sc2ccccc2)c([N+](=O)[O-])c1)N1CCOCC1	3.2	0.5	-0.1	-0.8	-0.5	-1.1	5.5	-3.5	3.7	0.8	-1.9
CN(NC(=O)C1CC(=O)N(c2ccccc2)C1)C1=NS(=O)(=O)c2ccccc21 (centres undefined)	-0.1	1.3	1.9	-0.2	0.2	-1.0	0.4	-1.0	2.1	1.2	-1.0
O=C(Nc1ccc(NC(=O)c2cccs2)cc1)c1cccs1	9.8	4.3	2.1	-0.3	1.7	-0.8	0.2	7.2	1.2	2.7	-2.2
CN/C(=C\[N+](=O)[O-])NCCSCc1csc(CN(C)C)n1	1.4	-1.5	-0.5	0.4	1.3	-1.1	5.6	-0.5	-2.9&1.2	-1.1	-0.3
Cc1cccc(N=[N+]([O-])c2cccc(C)n2)n1	-9.2	7.8	0.9	0.1	1.0	-0.3	-2.2	4.1	2.8	2.5	5.0
CCOc1ccccc1N1CCN(CC(=O)Nc2ccnn2C2CCCC2)CC1	-3.7	-4.0	-2.9	-1.5	-2.6	-1.7	-4.3	-5.2	-4.3	0.5	-2.0
CCSc1cc(N2CC(C)OC(C)C2)nc(-c2ccccc2Cl)n1 (centres undefined)	6.0	0.2	0.3	-0.4	-0.7	-0.9	4.3	1.7	0.8	0.7	-0.2
Cc1nc2ccccc2n1S(=O)(=O)c1ccc(S(=O)(=O)N2CCCCCC2)cc1	0.5	-4.0	0.1	0.6	0.1	-1.3	2.8	0.8	-3.0	2.5	1.6
CCC(C)NC(=O)CSc1nc2ccsc2c(=O)n1NC(=O)c1ccccc1 (centres undefined)	-0.1	0.6	-0.9	0.4	1.0	-1.1	1.6	5.3	-1.5	-0.2	-2.4
CC(=O)n1c2ccccc2c2ccccc21	-4.2	-4.1	-0.8	-0.4	-0.1	-1.7	7.0	-0.1	6.6	0.8	1.3
Cc1ccc(S(=O)(=O)N[C@H](C(=O)N2CCC3(O)CCCCC3C2)c2ccccc2)cc1 (some centres undefined)	1.9	-2.6	-1.0	0.3	-0.6	-1.4	-2.2	-1.5	8.4	-4.3	1.3
O=C(Nc1ccc(Cl)cc1)C1Cc2c(-c3ccc(Cl)cc3)ccnc2O1 (centres undefined)	2.1	-6.6	0.9	.	-0.2	-0.7	-10.9	4.8	4.6	-0.6	-1.0
Cc1cccc(-c2cc(C(=O)N/N=C/c3cccnc3)c3ccccc3n2)c1	-4.3	0.9	0.0	0.2	-0.5	-1.7	3.9	4.3	4.4	1.8	-2.6
C/C(=N\NC(=O)c1ccc(N2CCCC2=O)cc1)c1ccncc1	-4.2	-2.0	-1.3	1.4	-0.2	-1.4	0.6	0.8	2.9	-0.4	0.2
Cn1ncc(Cl)c1C(=O)N1CCN(S(=O)(=O)c2cccs2)CC1	-3.4	1.8	-1.5	0.0	-0.9	-1.5	6.5	-2.4	5.6	-0.3	3.1

Screening results deposited in PubChem by several laboratories.
